# Screening results from PubChem.
# KCNK3 inh: human KCNK3 channel inhibitors, primary screen, CHO cells, FluxOR thallium flux, B-score | FluxOR fluorescence; hits give low values | B-score at 10 µM | actives 0.84% (n = 340,000) | AID 602410, 2012;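 active = B-score under library mean minus 4 SD, starting fluorescence ratio at most library mean plus 5 SD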;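 note: more negative B-score means stronger inhibition of thallium flux through KCNK3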
# Target sequence (O14649 whole entry, looked up): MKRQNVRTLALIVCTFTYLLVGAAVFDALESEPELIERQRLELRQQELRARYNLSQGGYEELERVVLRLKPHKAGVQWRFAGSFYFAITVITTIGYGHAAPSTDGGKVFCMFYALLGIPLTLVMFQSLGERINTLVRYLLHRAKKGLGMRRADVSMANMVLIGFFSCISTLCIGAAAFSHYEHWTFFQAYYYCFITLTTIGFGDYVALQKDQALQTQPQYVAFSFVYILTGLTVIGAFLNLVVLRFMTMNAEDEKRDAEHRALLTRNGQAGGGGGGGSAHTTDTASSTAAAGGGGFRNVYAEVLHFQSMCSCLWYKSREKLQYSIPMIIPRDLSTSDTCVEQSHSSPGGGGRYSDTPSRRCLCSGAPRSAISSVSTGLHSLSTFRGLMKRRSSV
# TMEM16A act: TMEM16A chloride channel activators or potentiators, primary screen, cell-based, HTS; Anoctamin-1 (Mus musculus), Q8BHY3; HEK293 TMEM16A/YFP-H148Q/I152L, iodide quench fluorescence; hits give low values; B-score at 10 µM; actives 0.3% (n = 340,000); AID 623877, 2012;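 active = fluorescence-ratio B-score plate-corrected deviation score at least 3 library SD below zero, with starting fluorescence score within 5 deviations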;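 note: channel opened by trigger with iodide after compound preincubation; score built on the fluorescence ratio of max minus min over baseline; more negative score means more quench and so TMEM16A activation or potentiation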
# Numbers without * were called inactive; i = inactive.
SMILES,KCNK3 inh,TMEM16A act
Cc1noc(C)c1S(=O)(=O)Nc1ccc2c(c1)C(=O)N([C@H](C)CO)C[C@H](C)[C@@H](CN(C)Cc1ccc(C(=O)O)cc1)O2,i,i
CC(c1ccccc1)N1CC(C(=O)N2CCN(Cc3ccc(C#N)cc3)CC2)CC1=O (configuration not stated),i,i
Cc1cccc(C)c1NC(=O)CNC(=O)c1c(-c2ccccc2)noc1C,i,i
CCCOc1ccc(C(F)(F)F)cc1NC(=O)C1CC(=O)N(Cc2ccco2)C1 (configuration not stated),i,i
Cc1ccc(C(C)C)c(OCC(=O)NNC(=O)C2CSC3(C)CCC(=O)N23)c1 (configuration not stated),i,i
COc1cccc(C(CCc2cc(OC)c(OC)c(OC)c2)NC(C)=O)c1 (configuration not stated),i,i
Cc1ccccc1NC(=O)COC(=O)c1c(-c2ccccc2)noc1C,i,i
COc1ccc(CCNC(=O)COC(=O)Cn2cnc3c2c(=O)n(C)c(=O)n3C)cc1,i,i
CC1CCCCN1C(=O)COc1ccc(S(=O)(=O)N2CCCC2)cc1[N+](=O)[O-] (configuration not stated),i,i
Cc1ccc(C(=O)NNC(=O)CSc2nnc3ccccn23)cc1,i,i
COc1ccc(C(=O)OCC(=O)N2CCCCCC2)cc1S(=O)(=O)N1CCOCC1,i,i
O=[N+]([O-])c1ccccc1N(S(=O)(=O)c1ccccc1)S(=O)(=O)c1ccccc1,i,i
Cc1ccc(NC(=O)COC(=O)C2CC2)cc1S(=O)(=O)N1CCOCC1,i,i
N#Cc1ccccc1NC(=O)COC(=O)c1ccc2c(c1)OCO2,i,i
O=C(COc1ccc(-n2cnnn2)cc1)Nc1ccc(F)c(F)c1F,i,i
CCN1CCN(Cc2ccc(NC(=O)c3ccc(C)c(NC(=O)c4cncc(-c5cccs5)c4)c3)cc2C(F)(F)F)CC1,i,i
O=C(CCN1CCCCC1)N1CCc2c([nH]c3ccccc23)C1c1cccnc1 (configuration not stated),i,i
COc1ccccc1C(=O)NC(CCSC)C(=O)NNC(=O)C(C)Oc1ccccc1F (configuration not stated),i,i
Cc1cc(NC(=O)COC(=O)c2cc(S(=O)(=O)N(C)C)ccc2Cl)no1,i,i
O=C(/C=C/c1ccccc1)OCC(=O)N1CCCC1,i,i
Cc1nc(Nc2ccc(Cl)c(Cl)c2)sc1C(/C=C/c1ccc2c(c1)OCO2)=NNc1ccc([N+](=O)[O-])cc1[N+](=O)[O-],i,i
CC(C)(C)OC(=O)C[C@@H]1C/C=C\C[C@H](CC(=O)N(CCO)Cc2ccccc2)C(=O)N[C@H](Cc2ccccc2)COC1=O,i,i
O=C1C=C(c2cccc3c2oc2ccccc23)C[C@@H](c2ccc(F)cc2)C1,i,i
O=C(NN1CCOCC1)c1ccco1,i,i
COc1ccc(/C=C2\SC(=O)N(CCCC(=O)Nc3cc(Cl)ccc3C(=O)O)C2=O)cc1,i,i
O=C(COC(=O)c1cncc(Br)c1)NCC12CC3CC(CC(C3)C1)C2,i,i
O=C(NCCCN1CCCC1=O)c1cccc(S(=O)(=O)Nc2ccccc2Cl)c1,i,i
CN(Cc1ccccc1)C(=O)COC(=O)c1ccc(-n2cnnn2)cc1,i,i
CC(C)=CCCC(C)CCO (configuration not stated),i,i
CCOC(=O)C1C(=O)C=C(c2ccc(C)cc2)CC1c1ccc([N+](=O)[O-])cc1 (configuration not stated),i,i

# Next part; the last 3 above are carried over.
SMILES,KCNK3 inh,TMEM16A act
CN(Cc1ccccc1)C(=O)COC(=O)c1ccc(-n2cnnn2)cc1,i,i
CC(C)=CCCC(C)CCO (configuration not stated),i,i
CCOC(=O)C1C(=O)C=C(c2ccc(C)cc2)CC1c1ccc([N+](=O)[O-])cc1 (configuration not stated),i,i
CSc1ccc(C=NNc2ccc(S(=O)(=O)Nc3ccccc3C(=O)O)cc2[N+](=O)[O-])cc1,i,i
O=C(NCc1ccccc1CN1CCCCC1)c1ccc(Cl)cc1N1CCCC1=O,i,i
COCc1c(C(=O)OCC(=O)NCCc2ccc(S(N)(=O)=O)cc2)oc2ccccc12,i,i
C[C@@H]1CN([C@@H](C)CO)C(=O)c2cc(NS(=O)(=O)c3ccc(Cl)cc3)ccc2O[C@H]1CN(C)Cc1ccncc1,i,i
O=C1NC[C@H](c2ccccc2)OC(=O)[C@H](Cc2ccc(F)cc2)CC/C=C/C[C@@H]1CC(=O)N(CCO)Cc1ccccc1,i,i
CNC(=O)CC(CC(=O)c1ccccc1)c1ccccc1 (configuration not stated),i,i
O=C(C1CCC1)N1CCN(S(=O)(=O)c2cc(F)ccc2F)CC1,i,i
COc1ccc(CCC(=O)Nc2cccc(S(=O)(=O)N3CCCC3)c2)cc1OC,i,i
CC1CN(C(C)C(=O)NNC(=O)c2ccc(F)cc2)CC(C)O1 (configuration not stated),i,i
CC(Sc1nnc2n1CCCCC2)C(=O)Nc1cccc(S(=O)(=O)N2CCOCC2)c1 (configuration not stated),i,i
COc1cc(-c2noc(C)c2C(=O)NCc2ccc3c(c2)OCO3)cc(OC)c1OC,i,i
CC(C)(C)OC(=O)C[C@@H]1C/C=C\C[C@H](CC(=O)N(CCO)Cc2ccccc2)C(=O)N2CCC[C@@H]2COC1=O,i,i
O=C(O)c1ccc(C=NN=Cc2ccco2)cc1,i,i
COc1ccccc1OCCNC(=O)CN1C(=O)NC2(CCCCC2)C1=O,i,i
O=S(Cc1ccccc1)Cc1ccccc1,i,i
C=CC[C@H](CC(=O)OC(C)(C)C)C(=O)OC[C@@H]1CCCN1C(=O)[C@@H](CC=C)CC(=O)N[C@H](CO)Cc1ccccc1,i,i
COc1ccc(Br)cc1CN(C)C(=O)C1CC(=O)N(C2CCCC2)C1 (configuration not stated),i,i
CCOc1ccc(OCC(=O)OCC(=O)N2CCN(S(=O)(=O)c3ccc(C)cc3C)CC2)cc1,i,i
Cc1nn(Cc2ccccc2)c(C)c1C(=O)N1CCN(CC(=O)Nc2ccccc2Cl)CC1,i,i
CC(C)C(NC(=O)c1ccc(C(C)(C)C)cc1)C(=O)NCc1ccccn1 (configuration not stated),i,i
COc1ccc([C@H]2CC(=O)C=C(c3ccc4c(c3)OCCO4)C2)cc1,i,i
COc1cccc(NC(=O)c2ccccc2OCc2c(C)noc2C)c1,-11*,i
Cc1ccc(CNc2ccc(N3CCN(C)CC3=O)cc2)cc1,i,i
CC[C@H](CO)Oc1cc(NCc2ccc(Cl)c(Cl)c2)c2ncn(C(C)C)c2c1,i,i
O=C(/C=C/c1cccc(Br)c1)OCC(=O)N1CCN(c2ccccc2)CC1,i,i
CN(Cc1ccco1)C(=O)CSc1nn2c(=O)c(C(C)(C)C)nnc2s1,i,i
Cc1ccc(S(=O)(=O)Nc2ccc3c(c2)C(=O)N([C@H](C)CO)C[C@H](C)[C@@H](CN(C)C(=O)Nc2ccc4c(c2)OCO4)O3)cc1,i,i
CCN(CC)S(=O)(=O)c1cc(NC(=O)COC(=O)C2CCC2)ccc1C,i,i
CC(C)CN1CC(C)C(=O)NC1=S (configuration not stated),i,i
Cc1cc(=O)oc2cc(OCC(=O)N3CCCC3)ccc12,i,i

# Filtered by structure, those above with a cyano group (two)
SMILES,KCNK3 inh,TMEM16A act
CC(c1ccccc1)N1CC(C(=O)N2CCN(Cc3ccc(C#N)cc3)CC2)CC1=O (configuration not stated),i,i
N#Cc1ccccc1NC(=O)COC(=O)c1ccc2c(c1)OCO2,i,i

# Next part
SMILES,KCNK3 inh,TMEM16A act
O=C(CCN1C(=O)C2CC=CCC2C1=O)Nc1cccc(S(=O)(=O)N2CCCCC2)c1 (configuration not stated),i,i
O=C1CC(c2ccccc2)(c2ccccc2)c2ccccc21,i,i
O=C(O)c1cc2ccccc2cn1,i,i
CC(c1nc2ccccc2c(=O)[nH]1)N1CCCN(S(=O)(=O)c2ccc(F)cc2)CC1 (configuration not stated),i,i
CC(O)C1CCC2C3CCC4CC(O)CCC4(C)C3C(=O)CC12C (configuration not stated),i,i
CC(Sc1nnc(Cc2cccs2)n1C)C(=O)Nc1ccc(C(N)=O)cc1 (configuration not stated),i,i
O=C(CN1C(=O)c2ccccc2C1=O)OCC(=O)N1CCCCC1,i,i
N#CC1C=Cc2c(ccc3ccccc23)N1C(=O)c1ccccc1 (configuration not stated),i,i
CCCn1nc(C(=O)N(C)CC(=O)Nc2ccc(OCC)c(OCC)c2)c2ccccc2c1=O,i,i
CN(C)c1ccc(C=NNC(=S)Nc2ccc(F)cc2)cc1,i,i
Cc1ccc(C=NNc2ccc([N+](=O)[O-])cn2)cc1,i,i
COc1cc(-c2cc(C(=O)Nc3cc(S(=O)(=O)N4CCOCC4)ccc3O)c3ccccc3n2)cc(OC)c1OC,i,i
Cc1nc2cc(C)c(C)cc2o1,i,i
O=C(CCNS(=O)(=O)c1cccc(Cl)c1)OCC(=O)N1CCN(C(=O)c2ccco2)CC1,i,i
CCOc1cc(NC(=S)Nc2cccc(C)c2)c(OCC)cc1NC(=O)CC(C)C,i,i
O=C(NCCCN1CCCC1=O)c1ccccc1OCc1ccc(Cl)cc1Cl,i,i
Cc1cc(C(=O)N2CCc3ccccc3C2)c(C)o1,i,i
COCc1ccc(-c2c(-c3ccccc3OC)sc3cc4c(cc23)OCO4)cc1,i,i
O=C(NCC(=O)N1CCN(Cc2ccccc2)CC1)c1cc(Cl)cc([N+](=O)[O-])c1,i,i
COc1cccc(CNC(=O)COC(=O)c2c(C)nn(-c3ccccc3)c2Cl)c1,i,i

# Single records (already shown).
# Cc1ccc(C=NNc2ccc([N+](=O)[O-])cn2)cc1 reads KCNK3 inh: i; TMEM16A act: i
# O=C(NCCCN1CCCC1=O)c1ccccc1OCc1ccc(Cl)cc1Cl reads KCNK3 inh: i; TMEM16A act: i

# Returning to the listing, repeating the four entries before the break.
SMILES,KCNK3 inh,TMEM16A act
Cc1cc(C(=O)N2CCc3ccccc3C2)c(C)o1,i,i
COCc1ccc(-c2c(-c3ccccc3OC)sc3cc4c(cc23)OCO4)cc1,i,i
O=C(NCC(=O)N1CCN(Cc2ccccc2)CC1)c1cc(Cl)cc([N+](=O)[O-])c1,i,i
COc1cccc(CNC(=O)COC(=O)c2c(C)nn(-c3ccccc3)c2Cl)c1,i,i
CCC(CO)Oc1cc(NCc2ccccn2)c2ncn(C(C)C)c2c1 (configuration not stated),i,i
Cc1ccc(C)c(N2N=C(C(=O)Nc3ccccc3N3CCOCC3)CCC2=O)c1,i,i
COc1ccc2sc(-c3ccccc3OC)c(-c3ccc(OCCN4CCCC4)cc3)c2c1,i,i
O=C(CCc1ccccc1)NC1(Cc2ccccc2)CCN(CCc2cccs2)C1=O (configuration not stated),i,i
Cc1c(C(=O)NNC(=O)c2csc(N3CCOCC3)n2)oc2ccccc12,i,i
CN(C)S(=O)(=O)n1cnc(C(CCO)c2ncn(S(=O)(=O)N(C)C)c2CCCO)c1 (configuration not stated),i,i
O=C(c1cccc(Cl)c1)N1CCN(S(=O)(=O)c2ccc(Cl)s2)CC1,i,i
N#Cc1c([N+](=O)[O-])cc([N+](=O)[O-])cc1S(=O)(=O)Cc1ccccc1,i,i
CCC(=O)Nc1ccc(N2CCOCC2)c(S(=O)(=O)Nc2ccc(Cl)cc2)c1,i,i
COc1ccc(S(=O)(=O)Nc2cccc3c2O[C@H](CN(C)S(=O)(=O)c2ccccc2)[C@@H](C)CN([C@H](C)CO)C3=O)cc1,i,i
N#Cc1ccc(CN2CCN(C(=O)CNC(=O)Cc3ccccc3)CC2)cc1,i,i
CCC(CO)Oc1cc(NCc2ccccc2OC)c2ncn(C(C)C)c2c1 (configuration not stated),i,i
O=C(O)c1cn(-c2ccc(F)cc2)c2cc(N3CCNCC3)c(F)cc2c1=O,i,i
COc1ccc(Cl)cc1NC(=O)CN(C)C(=O)/C=C/c1ccco1,i,i
Cc1cccc(NC(=O)CN(CC2CCCO2)C(=O)c2cc3ccccc3o2)c1C (configuration not stated),i,i
CC(=O)OC1C(=O)N(Cc2ccccc2)C1c1ccc(C)cc1 (configuration not stated),i,i
COc1ccc(OCC(=O)Nc2ccccc2C(=O)NC2CC2)cc1,i,i
C=CC[C@H](CC(=O)NCCO)C(=O)N[C@@H](COC(=O)[C@@H](CC=C)CC(=O)OC(C)(C)C)Cc1c[nH]c2ccccc12,i,i
N#Cc1cc([N+](=O)[O-])ccc1NC(=O)COC(=O)CN1C(=O)C2CCCCC2C1=O (configuration not stated),i,i
CCC1(c2ccc(OC)cc2)NC(=O)N(CC(=O)c2ccc3c(c2)OCCO3)C1=O (configuration not stated),i,i
CCc1cc(C(=O)Nc2ccccc2N2CCOCC2)sc1C,i,i
COc1ccc(OC)c(/C=C/C(=O)OCC(=O)N2CCCC2)c1,i,i
CCCCCC(C)NC(=O)c1cc(S(=O)(=O)N2CCCCC2)ccc1N1CCOCC1 (configuration not stated),i,i
Fc1cc(F)cc(Nc2nc(Cl)nc(NC3CCCC3)n2)c1,i,i
COc1cc(NC(=O)c2cccc(S(=O)(=O)N3CCCCC3)c2)cc(OC)c1OC,i,i
CCCN(CC1CC1)C(=O)COC(=O)c1oc2c(F)cccc2c1C,i,i
CCOC(=O)CCN(C(=O)Nc1ccccc1)C1CCCCC1,i,i
C[C@H]1COC(=O)[C@@H](CC(=O)OC(C)(C)C)C/C=C\C[C@H](CC(=O)NCCO)C(=O)N1,i,i
O=C(CCSCCC(=O)NN=Cc1ccccc1O)NN=Cc1ccccc1O,i,i
O=C(Nc1ccc(S(=O)(=O)N2CCCC2)cc1)c1ccc([N+](=O)[O-])o1,i,i
CCN(CC)CCCN1C(=O)C(=O)/C(=C(/O)c2c(C)nc3ccccn23)C1c1ccc(C)o1 (configuration not stated),i,i
COc1cccc(C(=O)Nc2ccccc2-c2ccccc2)c1,i,i

# A portion of the library, so the mix of outcomes need not match the whole.
